# Screens as filed in PubChem.
# tim23-1 inh: inhibits growth of tim23-1 mutant yeast. S. cerevisiae tim23-1 growth, BacTiter-Glo luminescence, 24 h. inhibition, % at 20 µM. 330,000 tested, 1.3% active. AID 463212;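 active = growth inhibition of the mutant yeast at or above 50%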;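 also: temperature-sensitive mutant grown at 25 °C; plate controls were DMSO-treated mutant yeast for no effect and medium wells lacking yeast for full effect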
# Jurkat NFkB inh: inhibitors of the PMA/ionomycin-induced NF-kB reporter in Jurkat cells; PMA/ionomycin-induced NF-kB luciferase reporter, luminescence; inhibition, % at 4 µM; 330,000 tested, 0.53% active; in the data active = inhibition above about 50%
# TIM10 inh: TIM10 yeast growth inhibition. S. cerevisiae TIM10 strain growth, BacTiter-Glo luminescence, 24 h. inhibition, % at 10 µM. 330,000 tested, 1.4% active;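 active = inhibition of 40% or more at the single tested concentration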;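 also: wild-type TIM10 isogenic control strain grown at permissive 25 °C; 0% = DMSO yeast wells and 100% = minimal medium wells without yeast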
# tim10-1 inh: inhibits growth of tim10-1 mutant yeast | S. cerevisiae tim10-1 ts strain growth, BacTiter-Glo, 24 h | inhibition, % at 20 µM | 330,000 tested, 2.2% active | AID 463190;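 active = inhibition of at least 40%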;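 also: mutant grown at 25 °C; 0% = DMSO wells with yeast and 100% = wells holding no yeast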
# CHOP UPR activ: activators of apoptotic arm of unfolded protein response (CHOP); CHO-CHOP luciferase reporter, UPR activation, luminescence; percent of tunicamycin response over DMSO baseline; activation, % at 10 µM; 330,000 tested, 0.34% active;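 active = at 10 µM dose, activation of 40% or more, normalized to positive control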;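 also: 100% = tunicamycin at 10 µg/mL and 0% = DMSO alone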
#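 Evaluation: % reporter activation, DMSO baseline versus tunicamycin full activation; System: CHO-CHOP luciferase reporter cell line; Input: 500 cells/well; Incubation: 6 h compound treatment, 37 °C; Measured by: Steady-Glo luciferase luminescence; Dosing: one dose, 10 µM in 0.5% DMSO; Buffer or medium: F12 medium, 10% FBS; Benchmarks: positive tunicamycin 10 µg/mL, negative DMSO alone.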
# UPR XBP1 act: adaptive UPR (XBP1) activation | activation, % at 20 µM | CHO-XBP1 luciferase reporter, IRE1-XBP1 UPR activation, luminescence; percent of tunicamycin response, DMSO as zero | 330,000 tested, 0.33% active;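 active = versus positive control, 20 µM dose yields 30% or more activation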;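 also: 100% = tunicamycin at 10 µg/mL and 0% = DMSO only wells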
#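 Test system: CHO-XBP1 luciferase reporter cells | Buffer or medium: Serum-containing F12 medium, 10% FBS | Schedule: 6 h compound exposure at 37 °C, 5% CO2 | Detection: Steady-Glo luciferase glow luminescence, 10 min after reagent addition | Read-out basis: Activation, % of tunicamycin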
# 697 NFkB inh: lowers PMA/ionomycin-induced NF-kB signal in 697 B cells. 330,000 tested, 0.33% active. 697 B-cell NF-kB luciferase reporter, 16 h. inhibition, % at 4 µM. AID 435022; in the data active = inhibition above about 35%
# Mdm2 MdmX PPI: disrupts the human Mdm2-MdmX interaction. 330,000 tested, 3% active. inhibition, % at 8 µM. SaOS-2 split-luciferase Mdm2/MdmX complementation, luminescence. AID 485346. O15151+Q00987;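 active = inhibition of at least 50% at 8 µM in the primary screen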
# Target sequence (O15151 whole entry, looked up): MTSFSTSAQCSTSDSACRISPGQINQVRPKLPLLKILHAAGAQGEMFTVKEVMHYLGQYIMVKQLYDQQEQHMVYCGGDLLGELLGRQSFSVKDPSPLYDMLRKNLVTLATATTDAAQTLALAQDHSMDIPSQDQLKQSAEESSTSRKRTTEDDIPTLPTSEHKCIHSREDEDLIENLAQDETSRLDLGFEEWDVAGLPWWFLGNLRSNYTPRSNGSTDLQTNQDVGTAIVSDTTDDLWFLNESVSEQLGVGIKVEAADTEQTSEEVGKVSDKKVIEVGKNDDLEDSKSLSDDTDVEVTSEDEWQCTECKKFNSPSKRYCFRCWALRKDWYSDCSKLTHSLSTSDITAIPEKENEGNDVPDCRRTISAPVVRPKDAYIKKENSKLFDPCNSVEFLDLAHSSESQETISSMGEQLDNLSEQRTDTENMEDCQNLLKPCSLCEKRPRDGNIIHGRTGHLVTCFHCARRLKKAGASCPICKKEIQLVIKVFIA
# Target sequence (Q00987 whole entry, looked up): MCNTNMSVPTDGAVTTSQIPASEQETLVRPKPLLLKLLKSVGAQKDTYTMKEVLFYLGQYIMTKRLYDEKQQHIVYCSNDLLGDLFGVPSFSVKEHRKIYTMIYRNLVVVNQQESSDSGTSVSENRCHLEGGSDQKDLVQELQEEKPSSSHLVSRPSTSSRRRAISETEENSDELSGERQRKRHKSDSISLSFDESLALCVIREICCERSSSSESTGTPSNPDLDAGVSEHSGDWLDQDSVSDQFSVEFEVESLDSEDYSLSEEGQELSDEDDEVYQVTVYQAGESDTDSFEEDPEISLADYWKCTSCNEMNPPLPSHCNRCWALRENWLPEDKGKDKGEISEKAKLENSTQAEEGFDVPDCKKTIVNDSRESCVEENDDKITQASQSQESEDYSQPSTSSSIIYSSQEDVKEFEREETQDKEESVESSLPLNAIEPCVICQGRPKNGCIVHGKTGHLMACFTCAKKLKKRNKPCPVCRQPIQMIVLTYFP
# * = called active by the depositor.
SMILES,tim23-1 inh,Jurkat NFkB inh,TIM10 inh,tim10-1 inh,CHOP UPR activ,UPR XBP1 act,697 NFkB inh,Mdm2 MdmX PPI
COc1ccc(S(=O)(=O)N2CCC(C(=O)N3CCCCC3)CC2)cc1,15,13,6,25,-1.0,-2,-1,22
Cc1ccc(C(=O)OCC(=O)Nc2c(Cl)cc(S(N)(=O)=O)cc2Cl)o1,7,-6,1,5,0.2,1,8,14
O=C(c1nc2ccccn2c1CNCCCn1nnc2ccccc21)N1CCOCC1,3,16,3,14,1.0,-2,16,-30
C=CCN(c1ccccc1OC)S(=O)(=O)c1cccc(C(=O)OCC(=O)N2CC(C)OC(C)C2)c1 (centres undefined),3,-9,8,4,-0.6,-2,9,20
Cn1c(SCC(=O)NCc2ccc3c(c2)OCO3)ncc(C(=O)Nc2ccc(F)cc2)c1=O,9,6,0,6,8.0,-6,8,11
Cc1ccc(C2(c3ccccc3)NC(=O)N(CC(=O)NC3CCCCC3)C2=O)cc1C (centres undefined),-1,14,0,13,1.3,0,20,25
Cc1ccc(N(C(=O)c2csnn2)C(C(=O)NC2CCCC2)c2ccncc2)c(C)c1 (centres undefined),17,-14,-10,25,0.9,-4,-23,-18
CC(=O)Nc1ccc(S(=O)(=O)N(CC(=O)Nc2cc(C)on2)Cc2ccc(F)cc2)cc1,6,5,0,1,-0.5,0,-7,18
COc1ccc(CNC(=O)c2cc(=O)c3cc(C)c(C)cc3o2)cc1,18,-23,6,-12,2.0,0,5,24
O=C(N/N=C/c1ccncc1)c1sc2ccccc2c1Cl,40,-17,17,36,1.2,0,-4,9
COC(=O)[C@]1(Cc2ccccc2)N[C@H](CN(C)C(=O)Nc2ccc(OC)cc2)[C@@H]2C(=O)N(Cc3ccccc3)C(=O)[C@@H]21,13,-4,13,10,1.8,-2,-13,11
CC(=O)Nc1ccc(NC(=O)CCC(=O)NCCO)cc1,13,-6,3,-4,2.6,0,15,-31
O=C(Nc1ccc2c(c1)OCO2)c1ccc(=O)[nH]n1,-8,-14,-14,-11,0.7,-2,2,8
CN1C2=C(C(=O)CC(C)(C)C2)C(c2cccs2)C2=C1CC(C)(C)CC2=O,10,11,3,6,-0.3,2,-22,-20
COc1ccc(CCNC(=O)C2CCN(C(=O)c3ccc(OC)c(OC)c3)CC2)cc1,13,1,-3,19,-1.8,-4,-4,-18
CCn1c(SCC(=O)c2ccc(Cl)cc2)nnc1C(C)C,5,-41,3,17,1.2,1,-39,-17
N#C/C=C(/N)N1CCN(c2ccc(Cl)c(Cl)c2)CC1,17,-16,17,29,-1.0,-4,0,36
Cc1cc(O)cc(O)c1-c1onc(C(F)(F)F)c1-c1cscn1,11,8,15,12,-1.4,0,-11,27
CCOC(=O)c1c(C)[nH]c(C(=O)N2CCN(CC)CC2)c1C,-10,-11,-13,0,0.4,-2,-3,-19
COc1ccccc1/C=C/C(=O)Nc1ccc(N2CCOCC2)cc1,4,-13,20,12,1.6,0,24,1
O=C(CCC1CC(=O)Nc2ccccc21)NCc1cccnc1 (centres undefined),0,-22,9,11,0.6,0,-14,-10
COC(=O)c1cc(NC(=O)c2cccc(F)c2)cc(C(=O)OC)c1,33,7,48*,2,1.1,-1,26,10
CC1(C)Cc2c(sc(NC(=O)C(=O)NCC3CCCO3)c2C(N)=O)CO1 (centres undefined),-13,12,-7,3,0.1,-2,5,15
CN(C)c1ccc(-c2nc3ccccn3c2/N=C/c2ccc(Br)cc2)cc1,24,-103,26,38,-4.7,-7,-106,-38
COC(=O)CN1C(=O)C(C)(C)Oc2ccc(C(=O)NC3CCCC3)cc21,7,10,0,2,-0.5,3,14,22

# By substructure: the entries above with an aryl thioether with sulfur outside any ring (two)
SMILES,tim23-1 inh,Jurkat NFkB inh,TIM10 inh,tim10-1 inh,CHOP UPR activ,UPR XBP1 act,697 NFkB inh,Mdm2 MdmX PPI
Cn1c(SCC(=O)NCc2ccc3c(c2)OCO3)ncc(C(=O)Nc2ccc(F)cc2)c1=O,9,6,0,6,8.0,-6,8,11
CCn1c(SCC(=O)c2ccc(Cl)cc2)nnc1C(C)C,5,-41,3,17,1.2,1,-39,-17

# The list goes on.
SMILES,tim23-1 inh,Jurkat NFkB inh,TIM10 inh,tim10-1 inh,CHOP UPR activ,UPR XBP1 act,697 NFkB inh,Mdm2 MdmX PPI
CC1(C)Cc2nc3sc4c(SCC(=O)O)ncnc4c3cc2CO1,15,-2,3,-12,-3.7,-4,-7,8
Cc1ccc(NS(=O)(=O)c2ccc3c(c2)n(C)c(=O)n3C)cc1C,-3,7,3,0,-1.4,-5,-6,24
CC1CN(Cc2ccccc2)c2ccccc2NC1=S (centres undefined),36,6,29,26,1.2,0,-4,9
COc1ccc(-c2cc(-c3cccs3)nc(OC)c2C#N)cc1OC,16,26,7,8,0.9,2,1,25
Cc1cc(C)cc(N2C(=O)CC(N3CCOCC3)C2=O)c1 (centres undefined),7,-14,-1,-8,-2.2,1,-17,-6
COc1cc([N+](=O)[O-])ccc1NC(=S)N1CCOCC1,13,20,5,8,2.1,-3,5,16
CCOC(=O)c1ccccc1NC(=O)CSc1nnnn1C,4,1,-3,3,-0.5,0,4,6
N#C/C(C(N)=O)=C1/SC(Cc2ccc(F)cc2)C(=O)N1c1ccccc1 (centres undefined),1,-5,-14,-7,-0.7,3,-6,7
O=C(NCCCc1ccccc1)c1cnc2n(c1=O)CCS2,4,-52,2,23,3.0,1,-46,-37
CCc1ccc(OC)c(S(=O)(=O)NCc2cccs2)c1,21,-9,5,8,1.2,-3,-11,9
Fc1ccc(N2CCN(c3ncnc4nc[nH]c34)CC2)cc1,3,-3,-1,-5,2.4,1,-13,24
COc1cccc2[nH]c(C(=O)NCc3ccccc3)cc12,24,-3,20,20,2.1,-1,3,25
Cc1ccc(OCC(=O)Nc2cccc(S(=O)(=O)N3CCCCCC3)c2)cc1C,2,-16,1,-9,-0.2,-2,-9,19
Cc1ccc(NC(=O)/C(=C/c2cccc([N+](=O)[O-])c2)NC(=O)C2CCCCC2)c(C)c1,-27,14,-7,-5,13,16,28,88*
O=C(CN1C(=O)NC2(CCCCCCC2)C1=O)N1CCN(C(=O)c2ccco2)CC1,0,-9,5,-2,1.0,-4,14,15
CCOc1cc(N2CCOCC2)c(OCC)cc1NC(=O)c1ccc(-n2ccnc2)c([N+](=O)[O-])c1,3,-10,-1,-4,1.2,-4,-4,24
O=C(/C=C/c1ccco1)Nc1nc(-c2ccccn2)cs1,-30,-8,-19,-45,4.1,-1,-31,25
CC(=O)/C(=N\Nc1cccc(Cl)c1)Sc1nnc(-c2ccccc2)n1-c1ccccc1,-17,13,10,0,1.2,-2,-5,19
COc1ccc(C2C(C(C)=O)=C(O)C(=O)N2CCc2c[nH]c3ccccc23)cc1 (centres undefined),-11,6,15,4,-0.7,-1,13,-16
CCc1ccc(N2CC(C(=O)Nc3ccc(S(=O)(=O)N4CCCCC4)cc3)CC2=O)cc1 (centres undefined),-1,25,14,2,0.8,-5,-5,37
NC(=O)CSc1nnc(-c2ccoc2)o1,14,1,-1,3,-0.7,-4,15,-21
O=C(NC1CCCC1)C1CCCN1C(=O)Oc1ccccc1 (centres undefined),-9,-5,5,0,0.9,-4,14,6
CN(Cc1ccccc1)C(=O)CCCn1c(=O)[nH]c2cc(Cl)ccc2c1=O,1,-10,7,5,0.7,0,-25,19
COc1cc2[nH]c(=O)n(CCCCCC(=O)N3CCN(c4ccccn4)CC3)c(=O)c2cc1OC,-1,12,-4,12,-0.2,0,10,-10
CCN1C(=O)[C@H]2[C@@H](c3ccc(-c4ccc(F)cc4)cc3)N[C@@](C)(C(=O)OC)[C@H]2C1=O,36,-1,10,25,0.9,0,7,7

# Part of the list above, limited to Mdm2 MdmX PPI and UPR XBP1 act:
Structure | Mdm2 MdmX PPI | UPR XBP1 act
CC1CN(Cc2ccccc2)c2ccccc2NC1=S (centres undefined) | 9 | 0
CCc1ccc(OC)c(S(=O)(=O)NCc2cccs2)c1 | 9 | -3
Cc1ccc(NS(=O)(=O)c2ccc3c(c2)n(C)c(=O)n3C)cc1C | 24 | -5
Cc1ccc(OCC(=O)Nc2cccc(S(=O)(=O)N3CCCCCC3)c2)cc1C | 19 | -2
O=C(CN1C(=O)NC2(CCCCCCC2)C1=O)N1CCN(C(=O)c2ccco2)CC1 | 15 | -4
CCOc1cc(N2CCOCC2)c(OCC)cc1NC(=O)c1ccc(-n2ccnc2)c([N+](=O)[O-])c1 | 24 | -4

# Continued:
SMILES,tim23-1 inh,Jurkat NFkB inh,TIM10 inh,tim10-1 inh,CHOP UPR activ,UPR XBP1 act,697 NFkB inh,Mdm2 MdmX PPI
O=C(Nc1cccc(NC(=O)c2cccc(F)c2)c1)c1ccccc1,3,-9,1,-6,2.0,-2,-5,12
Cc1cnc(NC(=O)c2ccc3c(c2)OCCO3)s1,18,70*,6,-24,-9.2,-9,-30,74*
Cc1ccc(O)c(C(=O)c2cnn(C(=O)COc3ccccc3C#N)c2)c1,9,7,15,0,0.9,2,-14,46
OC(CNc1ccccc1)COc1ccc(OCC(O)CNc2ccccc2)cc1 (centres undefined),29,31,28,-2,4.1,-2,-26,43
COc1ccc(C(=O)NCc2ccc(Cl)c(Cl)c2)cc1OC,1,-4,-16,-22,0.4,-2,-19,-15
COc1ccc(C(=NN)c2ccc(OC)cc2)cc1,6,-8,20,16,4.6,0,-18,4
CCOC(=O)c1cc(C)n(Cc2ccc(OCC)c(OC)c2)c1C,42,4,13,15,1.6,-2,-9,12
CC(=O)C1=C(O)C(=O)N(c2nccs2)C1c1ccc(F)cc1 (centres undefined),3,-12,-9,25,-0.3,-1,-1,-4
c1ccc(-c2nccc(-c3ccc(-n4cnc5ccccc54)cc3)n2)nc1,7,13,46*,16,-1.8,7,12,28
CN(Cc1cnn(C)c1)C(=O)c1cc2ccccc2oc1=O,-7,10,-2,-11,-1.5,4,13,23
O=C(Nc1nc2ccccc2n1CCOc1ccccc1)c1ccco1,21,-4,25,19,-0.1,0,-23,53*
Cc1ccc(CSCC(=O)N(C)CC(=O)Nc2ccc(Br)cc2C)cc1,-1,-4,-2,5,1.6,-4,12,23
CCN(CC)C(=O)CSc1nc2c(sc(=S)n2CC)c(=O)n1-c1ccccc1,13,3,8,14,2.2,0,-17,-1
COCON1C(=O)CN(C(C)=O)C1c1ccc(Cl)cc1Cl (centres undefined),4,-3,4,-3,0.4,-2,7,18
COc1ccc(NS(=O)(=O)c2ccc(C)c(C(=O)N(C)CCc3ccc(OC)c(OC)c3)c2)cc1,-5,5,5,-16,1.6,-1,-6,34
CCOC(=O)NC(=O)/C(C=Nc1ccc(Cl)cc1)=C(\C)O,5,-13,-20,12,-1.3,-1,-5,30
Cc1n[nH]c(C)c1S(=O)(=O)N(CC(=O)N1CCc2ccccc21)c1ccc(C(C)C)cc1,13,3,7,27,2.3,-2,21,29
S=C(NCc1ccccc1)NCc1ccc(Cl)cc1,44,17,17,28,0.7,-4,2,7
CN(C)N1C(N)=C(C#N)C(c2cccs2)C2=C1CC(C)(C)CC2=O (centres undefined),14,6,13,8,-0.4,-2,7,-1
CC[n+]1c(C=C2C=C(C)OC(C)=C2)sc2ccccc21,-29,87*,-3,-3,-0.9,-4,53*,75*
CCn1c(CN2CCN(CCO)CC2)nc2ccccc21,0,2,-7,0,0.6,-2,-2,8
COc1ccccc1NC(=O)C1CC(C)OC1=O (centres undefined),1,0,4,2,0.0,2,9,0
COc1ccccc1NS(=O)(=O)c1cc(NC(=O)c2ccc(Cl)nc2)ccc1N1CCCC1,24,-5,7,4,3.1,4,-6,21
COc1cc(NC(=O)CSCC(=O)Nc2cccc(C(F)(F)F)c2)c(Cl)cc1Cl,35,30,16,-5,-1.5,0,-5,11
CCOc1ccc(-n2c(Cc3cc(=O)[nH]c(=O)[nH]3)nnc2SCC(=O)Nc2nnc(C)s2)cc1,-5,4,12,-1,1.9,2,9,9
COc1ccc(C(=O)Cc2ccc(OC)c(OC)c2)c(OC)c1,24,-22,-7,18,2.4,-1,-103,-24
